# GAA glycogen: qHTS Assay for Inhibitors and Activators of Human alpha-Glucosidase Cleavage of Glycogen; Potency, µM (top dose mostly 76.4 µM), for the others: at the highest dose activity change, negative = inhibition, most hits filed as inhibitors; recombinant GAA, glycogen substrate, Amplex Red glucose oxidase fluorescence; actives 0.38% (n = 300,000); Lysosomal alpha-glucosidase (Homo sapiens), P10253;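 note: 0% = full enzyme reaction and -100% = no-enzyme basal signal; the screen sought inhibitors and activators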
#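 qHTS, 1536-well; enzyme 4 nM final; cpd up to 77 uM; substrate bovine liver glycogen 30 ug; 50 mM citrate/phosphate pH 5.0, 0.01% Tween-20; 37 C, 40 min; Amplex Red detection 45 min RT; Hill fit → AC50.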
# L3MBTL1 inh: qHTS Assay for the Inhibitors of L3MBTL1. Lethal(3)malignant brain tumor-like protein 1 (Homo sapiens), Q9Y468. AlphaScreen L3MBTL1–H3K9me1 peptide binding. Potency, µM (series often up to 57.1 µM), without a hit: top-dose activity, negative = inhibition, most hits filed as inhibitors. actives 0.66% (n = 230,000). AID 485360, 2010; note: nearly all actives have a fitted effect of over 60% in size
# Target sequence (Q9Y468 whole entry, looked up): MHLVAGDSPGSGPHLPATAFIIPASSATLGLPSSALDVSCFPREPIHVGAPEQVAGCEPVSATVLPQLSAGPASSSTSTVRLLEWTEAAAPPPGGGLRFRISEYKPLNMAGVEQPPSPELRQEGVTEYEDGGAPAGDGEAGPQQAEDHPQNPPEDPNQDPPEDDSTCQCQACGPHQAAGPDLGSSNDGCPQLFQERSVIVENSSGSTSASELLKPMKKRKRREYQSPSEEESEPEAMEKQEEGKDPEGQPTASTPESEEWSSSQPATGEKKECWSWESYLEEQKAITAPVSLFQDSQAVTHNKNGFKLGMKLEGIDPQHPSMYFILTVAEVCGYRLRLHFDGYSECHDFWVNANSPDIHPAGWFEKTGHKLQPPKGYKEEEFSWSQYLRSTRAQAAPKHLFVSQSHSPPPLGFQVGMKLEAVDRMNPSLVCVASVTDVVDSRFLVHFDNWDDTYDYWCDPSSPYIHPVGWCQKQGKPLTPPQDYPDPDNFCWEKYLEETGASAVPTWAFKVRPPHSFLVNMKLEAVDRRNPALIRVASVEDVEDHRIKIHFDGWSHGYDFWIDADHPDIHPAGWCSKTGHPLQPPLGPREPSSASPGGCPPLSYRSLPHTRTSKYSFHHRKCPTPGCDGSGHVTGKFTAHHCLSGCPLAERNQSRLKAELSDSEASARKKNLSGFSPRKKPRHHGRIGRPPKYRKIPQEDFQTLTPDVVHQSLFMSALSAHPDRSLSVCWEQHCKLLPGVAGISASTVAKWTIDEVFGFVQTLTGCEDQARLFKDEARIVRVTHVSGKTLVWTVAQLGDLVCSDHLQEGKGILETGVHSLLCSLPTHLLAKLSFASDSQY
#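 AlphaScreen proximity signal between nickel-chelate acceptor and streptavidin donor beads (final 10 ug/mL) reports binding of 50 nM L3MBTL1 to 75 nM biotin-H3 K9me1 peptide; complex incubated with compounds 30 min at room temperature; cefsulodin titration as control.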
# TexasRed fluor: Total Fluorescence Counterscreen for Inhibitors of the Interaction of Thyroid Hormone Receptor and Steroid Receptor Coregulator 2. Potency, µM (doses to about 106 µM), inactives show at the highest dose fluorescence change, negative = quenching. actives 0.29% (n = 280,000). TRb/SRC2 Texas Red total fluorescence interference; active = well fitted curve in either direction with a large enough effect; inconclusive = small, poorly fitted or top-dose-only effect
#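 Human TRb ligand-binding domain at 0.6 uM with 20 nM Texas Red SRC2 peptide in Tris buffer containing 1 uM T3 and 5% DMSO, incubated with compound 5 h at ambient temperature. Total fluorescence (555/632 nm) calculated as parallel + 2 × perpendicular.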
# TRb SRC2 PPI: qHTS for Inhibitors of the Interaction of Thyroid Hormone Receptor and Steroid Receptor Coregulator 2; Potency, µM (highest dose often 106 µM), without a hit: top-dose activity change, negative = inhibition, most hits filed as inhibitors; actives 0.065% (n = 280,000); TRbeta-SRC2 peptide binding, fluorescence polarization; receptor liganded with 1 µM T3; Thyroid hormone receptor beta (Homo sapiens), P10828;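 note: plate controls were bound peptide for no effect and peptide without receptor for full effect; nearly all actives have a fitted effect of over 50% in size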
#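 Binding of a 20-amino-acid Texas Red SRC2 peptide (20 nM) to TRb ligand-binding domain (0.6 uM) with agonist T3 at 1 uM was followed by fluorescence polarization after a 5 hr room-temperature incubation.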
# RECQ1 helicase: qHTS Assay for Inhibitors of RecQ-Like Dna Helicase 1 (RECQ1). ATP-dependent DNA helicase Q1 (Homo sapiens), P46063. RECQ1 DNA unwinding, red fluorescence kinetic read. Potency, µM (top dose mostly 57.3 µM), without a hit: at the highest dose activity, negative = inhibition, hits mostly inhibitors. actives 0.54% (n = 240,000). AID 2549, 2010;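 note: plate controls were vehicle for no effect and no enzyme for full effect; nearly all actives have a fitted effect of over 30% in size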
#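 RECQ1T1 50 nM; forked duplex (20 bp + 30-nt ss tails) 200 nM, ATP 2 mM final; pH 8.0, 2 mM MgCl2, 2.5 ug/ml poly(dI-dC); 15 min compound preincubation; discontinuous kinetic read over 2 h at RT.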
# GAA spleen mod: qHTS Assay for Inhibitors and Activators of Human alpha-Glucosidase From Spleen Homogenate. AID 2112, 2009. actives 0.006% (n = 240,000). Potency, µM (doses to about 79.9 µM), without a hit: at the top dose activity change, negative = inhibition, usual class: inhibitors. Lysosomal alpha-glucosidase (Homo sapiens), P10253. human spleen homogenate, 4-MU-alpha-glucoside fluorescence;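 note: 0% = enzyme with vehicle and -100% = no enzyme basal signal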
#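 Compounds were titrated against alpha-glucosidase in spleen homogenate at pH 5.0, with 1 mM 4-methylumbelliferyl substrate for 40 min at 37 C. Reactions were quenched with pH 10 NaOH/glycine and fluorescence measured.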
# RGS12 GoLoco inh: qHTS Assay for Inhibitors of RGS12 GoLoco Motif Activity (Red Fluorophore); Potency, µM (doses to about 61.6 µM), without a hit: at the top dose activity, negative = inhibition, usual class: inhibitors; Gai1:RGS12 GoLoco peptide FP, rhodamine, 10 min; Guanine nucleotide-binding protein G(i) subunit alpha-1 (Homo sapiens), P63096; actives 0.44% (n = 230,000); active = well fitted inhibition curve with a large enough effect, not every such curve was filed as active; inactive = no such curve, though single readings can be large or run the other way; note: nearly all actives have a fitted effect of over 30% in size; many of its hits are not listed in these tables
# GAA inh: qHTS Assay for Inhibitors of Human alpha-Glucosidase as a Potential Chaperone Treatment of Pompe Disease | Lysosomal alpha-glucosidase (Homo sapiens), P10253 | purified human GAA, 4-MU-alpha-glucoside fluorescence | Potency, µM (highest dose often 76.9 µM), for inactives: at the highest dose activity change, negative = inhibition, actives largely listed as inhibitors | actives 0.005% (n = 200,000);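 note: plate controls were uninhibited enzyme wells for no effect and no-enzyme background for full effect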
#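 Read-out is 4-methylumbelliferone fluorescence (Ex 365/Em 440 nm) after NaOH/glycine stop at pH 10. Enzyme 4 nM, substrate 400 uM, pH 5.0 citrate buffer, 20 min room temperature; AC50 from Hill-equation concentration-response.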
# Numbers without * were called inactive; i = inactive; u = inconclusive; x = not tested or not shown; & = joins results of further samples; [ ] = another dose, or the depositor's remark. Unless noted, calls come from the whole dose curve; as a rule, active = well fitted curve in the direction sought with a large enough effect; inconclusive = small, poorly fitted or top-dose-only effect, or another doubt; inactive = no such curve, though single readings can be large; an effect the other way counts as inactive or inconclusive. Unless noted, % is set by controls: 0 for no effect and ±100 for the full control effect; potency is the fitted concentration of half-maximal effect.
molecule	GAA glycogen	L3MBTL1 inh	TexasRed fluor	TRb SRC2 PPI	RECQ1 helicase	GAA spleen mod	RGS12 GoLoco inh	GAA inh
CC(=O)Cn1nnc(-c2ccc(C(F)(F)F)cc2)n1	-1%	-2%	-3%	-2%	-6%	-3%	1%	x
CCNC(=O)COC(=O)c1cc(C)nc2ccccc12	27%	8%	-2%	1%	i	8%	-6%	8%
C[C@H](NC(=O)[C@@H](Cc1c[nH]c2ccccc12)NC(=O)[C@@H](N)Cc1cnc[nH]1)C(=O)N[C@@H](Cc1c[nH]c2ccccc12)C(=O)N[C@H](Cc1ccccc1)C(=O)N[C@@H](CCCCN)C(N)=O	x	x	2%	6%	3%	3%	x	x
COc1cc2c(cc1OC)C(c1cc([N+](=O)[O-])ccc1O)NCC2 (centres undefined)	-7%	u	1%	4%	5%	7%	18%	u
O=C(Nc1cc(=O)[nH]c2ncnn12)c1ccccc1F	-2%	11%	-4%	-3%	i	-9%	19%	-11%
Cc1cccc(NC(=S)N/N=C/C(C)c2ccccc2)c1C (centres undefined)	1%	-4%[11.4 µM]	3%	-4%	i	-13%	5%	-9%
Cc1ccc(-c2ccc(S(=O)(=O)N3CCCC3)cc2)cc1	-6%	7%	0%	3%	-3%	4%	1%	-1%
COc1cc(N(C)C)cc(CN(C)CCc2ccc([N+](=O)[O-])cc2)c1O	x	x	-16%	u	10µM*	-8%	x	x
Oc1[nH]c2c(Cl)cc(Cl)cc2c1N=NC(=S)NCC1CCCO1 (centres undefined)	4%	-2%	-7%	10%	-1%	-1%	1%	-2%
Cc1cccc(CCNC(=O)C2CCC(CNc3c(N4CCCC4)c(=O)c3=O)CC2)c1 (centres undefined)	7%	x	-2%	-7%	-7%	4%	-7%	0%
Cc1cc(/C(N)=N/OC(=O)Nc2ccccc2)no1	5%	1%	-1%	-2%	-11%	9%	2%	1%[15.4 µM]
COc1ccc(NC(=O)Nc2c(SC)nsc2SC)cc1	6%	2%	-1%	1%	-2%	-1%	5%	-5%
CCSc1nc2ccccc2c(=O)n1CCc1ccc(OC)c(OC)c1	0%	x	-1%	-4%	i	-3%	7%	x
NC(=O)COC(=O)CC12CC3CC(CC(Br)(C3)C1)C2	-10%	-1%[11.4 µM]	-2%	-2%	-1%	-2%	9%	1%
COc1cccc(CN2CCN(Cc3[nH]c4ccccc4c3C)CC2CCO)c1 (centres undefined)	-17%	-7%	0%	2%	15%	-1%	14%	9%
CCCC(=O)Nc1cccc(NC(=O)c2ccc([N+](=O)[O-])cc2Cl)c1	4%	28%	-8%	-4%	-10%	-1%	x	3%
CC1CCN(Cc2nc(Cl)c3c4c(sc3n2)CCC4)CC1	7%	x	-5%	-3%	i	3%	4%	6%
CN(C)C(=O)CCc1nc2sc3c(c2c(=O)[nH]1)CCCC3	2%	x	-2%	-10%	i	-12%	13%	1%
O=C(CNc1cccc2ccccc12)N/N=C/c1ccc(OC(=O)/C=C/c2ccco2)cc1	-2%	-17%	3%	9%	-5%	5%	9%	-8%
COC(=O)N(NC(=O)C(O)(C(C)C)C(C)C)c1ccccc1	-4%	5%	0%	-1%	0%	-6%	12%	x
COc1ccc(CNC(=O)C2CCCN(S(=O)(=O)c3cnc[nH]3)C2)cc1 (centres undefined)	4%	x	1%	-5%	i	1%	5%	-3%
Cc1cc(/C=N/NC(=O)c2cccc([N+](=O)[O-])c2)c(C)n1-c1ccc(Cl)cc1Cl	-2%	-17%	1%	-4%	1%	3%	3%	3%
Fc1ccccc1CNc1ccc(Cl)c(Cl)c1	-4%	30%[activator]	1%	5%	-11%	2%	1%	-18%
COC(=O)c1[nH]c2ccc(C)cc2c1NC(=O)CN1CCC(C)CC1	4%	0%	1%	-5%	0%	8%	-1%	-6%
Cc1ccc(C(c2nnnn2Cc2cccs2)N2CCN(C(=O)c3ccco3)CC2)cc1 (centres undefined)	-2%	0%	1%	4%	-6%	7%	4%	6%
S=c1[nH]nc(COc2ccc(Cl)cc2)o1	-5%	14%	-3%	-14%	i	-10%	-28%	-3%
S=C1NCCc2ccc(Cl)cc2C1c1ccccc1Cl (centres undefined)	u	-8%	-3%	5%	i	2%	7%	0%
COc1cc(/C=C/C(=O)OCC(=O)Nc2cc(S(=O)(=O)N3CCCCC3)ccc2C)ccc1O	u	-7%	-1%	1%	-3%	-3%	15%	u
CCOC(=O)C1CCCN(C(=O)c2cc(S(=O)(=O)Nc3ccccc3OC)ccc2C)C1 (centres undefined)	-2%	3%	-1%	10%	0%	1%	-2%	x
Cc1cc(-c2nc(C)c(C(=O)NNS(=O)(=O)c3ccc(Cl)cc3Cl)s2)no1	u	5%	0%	1%	-2%	1%	6%	0%

# Record cards, as listed above.
# COc1cc2c(cc1OC)C(c1cc([N+](=O)[O-])ccc1O)NCC2 (centres undefined) as listed: GAA glycogen = -7%; L3MBTL1 inh = u; TexasRed fluor = 1%; TRb SRC2 PPI = 4%; RECQ1 helicase = 5%; GAA spleen mod = 7%; RGS12 GoLoco inh = 18%; GAA inh = u
# COC(=O)N(NC(=O)C(O)(C(C)C)C(C)C)c1ccccc1 as listed: GAA glycogen = -4%; L3MBTL1 inh = 5%; TexasRed fluor = 0%; TRb SRC2 PPI = -1%; RECQ1 helicase = 0%; GAA spleen mod = -6%; RGS12 GoLoco inh = 12%; GAA inh = x

# The listing continues.
molecule	GAA glycogen	L3MBTL1 inh	TexasRed fluor	TRb SRC2 PPI	RECQ1 helicase	GAA spleen mod	RGS12 GoLoco inh	GAA inh
Nn1c(SCC(=O)Nc2ccc3c(c2)OCCO3)nnc1-c1ccccn1	-3%	x	2%	-4%	i	1%	4%	-5%
COc1ccc(NC(=O)CSc2nnc(-c3ccoc3C)n2CC2CCCO2)cc1 (centres undefined)	-13%	-18%	1%	0%	3%	-3%	-4%	0%
NC(N)=N/N=C/c1c(Cl)cccc1Cl	-4%&4%	4%	3%&-3%&-9%&-4%	-3%&-26%&-7%&-3%	-1%&33%	-2%&11%&0%&-21%	10%&8%&-18%&-4%	0%[15.4 µM]
Cn1c(C(=O)N2CCN(c3ccc([N+](=O)[O-])cc3)CC2)cc2c(=O)[nH]c3ccccc3c21	17%	-8%	2%	11%	-1%	-1%	-5%	1%
CC(C)CCCC(C)C1CCC2C3CC=C4CC(O)CC[C@@]4(C)C3CC[C@@]12C (some centres undefined)	x	x	-2%	-6%	-7%	2%	8%	x
CCN1C(=O)C(O)(C2COC(C)(C)CC2=O)c2ccccc21 (centres undefined)	2%	6%	-2%	5%	i	-4%	0%	-1%
Cc1cc(C2CC(=O)Nc3ccccc3S2)c(C)s1 (centres undefined)	-2%	-10%	1%	4%	-2%	3%	8%	10%
COc1cc(NC(=O)CCC(=O)OCCCC(F)(F)C(F)(F)F)nc(OC)n1	7%	5%	0%	-5%	i	-2%	4%	4%
Cc1ccc(CSC2=NCCN2S(=O)(=O)c2ccccc2)cc1	0%	x	-1%	-4%	-1%	1%	-5%	-9%
O=C(Cc1ccc(S(=O)(=O)N2CCCC2)s1)Nc1nc2c(s1)CCCC2	-9%	-25%	2%	-16%	u	-11%	45%[activator]	u
CCOC(=O)C1CCN(c2ncnc3c2[nH]c2cccc(OC)c23)CC1	-4%	-3%	-8%	0%	i	-14%	7%	u
COc1ccc(C(=O)Nc2nc(N)n(-c3ccccc3)n2)cc1	-7%	-11%	0%	-3%	-17%	-2%	-4%	-4%
CCOC(=O)CCc1c(C)c2ccc(OCC(=O)OC(C)C)cc2oc1=O	5%	4%	-6%	-4%	0%	2%	7%	6%
CC(OC(=O)c1ccccc1OCc1ccc(Cl)cc1)C(N)=O (centres undefined)	-8%	0%	-3%	-5%	i	0%	-4%	-6%
COc1ccc(-c2nc3ccccc3c(=O)n2CCOc2c(C)cccc2C)cc1	6%	3%	-1%[53 µM]	-1%[53 µM]	-15%	-4%	1%	-11%
Cc1cc([N+](=O)[O-])ccc1NC(=S)NC(=O)Cc1ccccc1	-18%	x	1%	1%	-8%	2%	8%	0%
COc1ccc2[nH]cc(CCNS(=O)(=O)c3ccc(F)cc3)c2c1	-1%	-28%	-1%	6%	18%	-8%	14%	12%
O=C(Nc1cccc(Cl)c1)c1ccc(F)c(S(=O)(=O)N2CCN(c3ccccn3)CC2)c1	5%	-5%	-6%	0%	-5%	-2%	-3%	-12%
Cc1cc(C)cc(NC(=S)Nc2ccc3cn[nH]c3c2)c1	-25%	-5%	0%	-16%	0%	-6%	8%	u
COc1ccc(NS(=O)(=O)c2cc(OCC(N)=O)c(C)cc2Cl)cc1	-2%	-2%	-3%[53 µM]	-3%[53 µM]	-13%	2%	-1%	5%
Cn1c(=O)c2c3c(sc2n2cnnc12)CCC3	9%	-14%	1%	0%	-3%	0%	-13%	2%
CC(=O)c1ccc(Oc2cc(C)nc(-n3nc(C)cc3C)n2)cc1	3%	-3%	2%	-13%	-10%	-6%	-3%	u
CC(C)CC(NC(=O)C1CCC(C)CC1)C(=O)NCc1ccccn1 (centres undefined)	4%	x	0%	0%	-5%	-2%	-1%	2%

# Compound activity deposited in PubChem by National Center for Advancing Translational Sciences (NCATS).

# The list is partial; count on the stated rates, not on these rows.
